esBAF inh – SWI/SNF esBAF complex inhibition. mouse ES cells, Bmi1-luciferase knock-in reporter, 24 h; 100% = twice the neutral-well signal. reporter increase, % at 12.5 µM. 350,000 tested, 2% active; in the data active = activation above about 40%;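 note: 0% = median of the plate's neutral control wells and 100% = double that signal; a rise in the Bmi1 reporter signal indicates esBAF inhibition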
RAD52 anneal inh – blocks human RAD52 DNA annealing; recombinant RAD52 DNA annealing, FRET fluorescence; inhibition, % at 18.7 µM; 360,000 tested, 0.46% active; AID 651710;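 active = every replicate showing at least 50% inhibition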
Target sequence (P43351 whole entry, looked up): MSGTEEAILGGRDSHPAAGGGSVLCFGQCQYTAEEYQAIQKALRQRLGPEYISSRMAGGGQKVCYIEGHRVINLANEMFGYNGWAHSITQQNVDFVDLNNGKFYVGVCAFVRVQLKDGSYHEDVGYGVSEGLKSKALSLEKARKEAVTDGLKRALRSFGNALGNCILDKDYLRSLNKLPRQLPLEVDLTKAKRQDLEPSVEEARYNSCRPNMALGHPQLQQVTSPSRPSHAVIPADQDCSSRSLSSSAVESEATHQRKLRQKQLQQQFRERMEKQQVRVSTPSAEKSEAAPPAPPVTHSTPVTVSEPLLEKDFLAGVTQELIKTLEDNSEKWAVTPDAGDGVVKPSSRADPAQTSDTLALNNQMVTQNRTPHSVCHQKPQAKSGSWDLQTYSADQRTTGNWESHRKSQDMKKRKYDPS
PglD inh – blocks C. jejuni PglD acetyltransferase activity | purified PglD enzyme, DTNB colorimetric CoA detection | inhibition, % at 12.5 µM | 360,000 tested, 0.098% active; in the data active = inhibition above about 16%, passing the limit was not always enough; note: strong numbers were not always called active
ERp5 inh – inhibitors of human ERp5 | Q15084 | ERp5 insulin aggregation, absorbance 650 nm, 90 min | inhibition, % at 9.99 µM | 350,000 tested, 0.05% active | AID 651711;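 active = mean replicate inhibition above about 25%, with every replicate also reaching it, limit read from the data, passing the limit was not always enough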
RAD54 inh – inhibitors of human RAD54 branch migration. 360,000 tested, 0.14% active. RAD54 Holliday junction branch migration, FAM/BHQ fluorescence. inhibition, % at 10.4 µM;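 active = mean normalized replicate activity at least 40 and at least half of replicates scoring 40 or more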;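 note: 0% = median of neutral control wells and 100% = median of positive control wells; inhibitors cause a drop in the FAM fluorescence signal; in these data hits start at about 50%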
Casp6 inh – inhibitors of human caspase-6; P55212; purified caspase-6, Z-VEID-R110 cleavage fluorescence; inhibition, % at 12.5 µM; 350,000 tested, 0.53% active;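 active = mean inhibition across replicates at least about 35%, with every replicate also reaching that limit, limit read from the data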;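 note: 0% = median of neutral control wells and 100% = no fluorescence left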
Target sequence (P55212 24-179 limits assumed): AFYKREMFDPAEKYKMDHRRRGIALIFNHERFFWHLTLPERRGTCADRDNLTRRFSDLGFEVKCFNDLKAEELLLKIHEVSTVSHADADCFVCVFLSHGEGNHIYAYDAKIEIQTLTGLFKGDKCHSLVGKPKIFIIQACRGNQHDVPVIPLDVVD
Target sequence (P55212 194-293 limits assumed): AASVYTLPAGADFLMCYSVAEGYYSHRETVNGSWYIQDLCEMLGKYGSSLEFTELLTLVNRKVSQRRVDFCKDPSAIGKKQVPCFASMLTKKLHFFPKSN
ARNT-TACC3 inh – disrupts binding between human ARNT and TACC3 | Q9Y6A5 | inhibition, % at 9.99 µM | AlphaScreen His-ARNT PAS-B/GST-TACC3 binding, luminescence; TACC3 fragment carries E629A point mutation | 390,000 tested, 0.66% active;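 active = mean inhibition of replicates at least 50% and at least half of replicates each reaching 50%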;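 note: 0% = complete ARNT plus TACC3 wells and 100% = ARNT alone without TACC3; many hits fall short of the cut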
E-sel inducer – induces E-selectin expression in human endothelial cells | HUVEC E-selectin immunofluorescence imaging; normalized: neutral wells 0, TNF-alpha wells 100 | 260,000 tested, 0.37% active | P16581 | activation, % at 7.58 µM;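 active = mean E-selectin-positive cell signal at least 10% of the positive control, reached in at least 60% of replicates, without over 20% cell loss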;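 note: in these data hits start at about 27%; measured in HUVEC primary endothelial cells; signal is the percent of cells scored E-selectin positive by PE staining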
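assay system = HUVEC, human umbilical vein endothelial cells | input = 3,000 HUVEC seeded per well | medium = EGM-2 growth medium on 0.1% gelatin-coated wells | dosing = one compound dose added by pin transfer | signal = immunofluorescence imaging | read-out basis = % PE-positive cells | control set = TNF-alpha, DMSO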
* marks the source's active call; other numbers are inactive results; · = no result given.

Start of the data: the first 10 compounds as a preview:
SMILES	esBAF inh	RAD52 anneal inh	PglD inh	ERp5 inh	RAD54 inh	Casp6 inh	ARNT-TACC3 inh	E-sel inducer
CN1C(=O)c2cc(NC(=O)c3ccccc3Cl)ccc2OC[C@H]2O[C@@H](CC(=O)O)CC[C@H]21	-3	-9	-3	-3	-9	2	-8	-0.1
COc1ccc2c(C)cc(=O)oc2c1C	-4	·	-3	·	6	·	-1	·
Cc1ccccc1-c1ccc2c(c1)O[C@@H](CN(C)C(=O)Nc1ccccc1)[C@@H](C)CN([C@H](C)CO)S2(=O)=O	5	4	2	2	-3	1	-2	0.1
Cn1cc(CCC(=O)NC2CC(C)(C)Cc3c2cnn3-c2ccc(F)cc2)cn1 (centres undefined)	·	-8	0	1	10	-3	27	-0.2
O=C1C2C3C=CC(O3)C2C(=O)N1Nc1ccccc1 (centres undefined)	2	-6	-4	0	-3	-2	10	-0.3
CN(C[C@H]1N[C@@H](CO)[C@H]1c1ccc(-c2cccc(F)c2)cc1)S(C)(=O)=O	-19	-32	3	0	-3	-3	-10	0.0
N#Cc1cc(S(=O)(=O)c2ccccc2)c(N)[nH]c1=O	-4	·	-4	·	-6	·	-9	·
COc1ccc(NC(=O)N(C)C[C@H]2Oc3c(NC(=O)C4CC4)cccc3C(=O)N([C@H](C)CO)C[C@H]2C)cc1	-3	-4	10	4	9	-1	-11	0.3
Cc1cccc(NC(=O)CSc2nnc(NC(=O)C3CC3)s2)c1C	2	-5	-4	4	-10	-2	-14	1.7
CCOC(=O)C1=C(COC(=O)/C=C/c2cccc(OC)c2OC)NC(=O)NC1C (centres undefined)	·	-17	-3	-1	8	3	0	0.1

The whole of this part, previewed entries included:
SMILES	esBAF inh	RAD52 anneal inh	PglD inh	ERp5 inh	RAD54 inh	Casp6 inh	ARNT-TACC3 inh	E-sel inducer
CN1C(=O)c2cc(NC(=O)c3ccccc3Cl)ccc2OC[C@H]2O[C@@H](CC(=O)O)CC[C@H]21	-3	-9	-3	-3	-9	2	-8	-0.1
COc1ccc2c(C)cc(=O)oc2c1C	-4	·	-3	·	6	·	-1	·
Cc1ccccc1-c1ccc2c(c1)O[C@@H](CN(C)C(=O)Nc1ccccc1)[C@@H](C)CN([C@H](C)CO)S2(=O)=O	5	4	2	2	-3	1	-2	0.1
Cn1cc(CCC(=O)NC2CC(C)(C)Cc3c2cnn3-c2ccc(F)cc2)cn1 (centres undefined)	·	-8	0	1	10	-3	27	-0.2
O=C1C2C3C=CC(O3)C2C(=O)N1Nc1ccccc1 (centres undefined)	2	-6	-4	0	-3	-2	10	-0.3
CN(C[C@H]1N[C@@H](CO)[C@H]1c1ccc(-c2cccc(F)c2)cc1)S(C)(=O)=O	-19	-32	3	0	-3	-3	-10	0.0
N#Cc1cc(S(=O)(=O)c2ccccc2)c(N)[nH]c1=O	-4	·	-4	·	-6	·	-9	·
COc1ccc(NC(=O)N(C)C[C@H]2Oc3c(NC(=O)C4CC4)cccc3C(=O)N([C@H](C)CO)C[C@H]2C)cc1	-3	-4	10	4	9	-1	-11	0.3
Cc1cccc(NC(=O)CSc2nnc(NC(=O)C3CC3)s2)c1C	2	-5	-4	4	-10	-2	-14	1.7
CCOC(=O)C1=C(COC(=O)/C=C/c2cccc(OC)c2OC)NC(=O)NC1C (centres undefined)	·	-17	-3	-1	8	3	0	0.1
O=C(C[C@@H]1C[C@@H]2c3cc(NC(=O)c4cccnc4)ccc3O[C@@H]2[C@H](CO)O1)NCc1ccccc1F	3	-6	2	13	-2	3	-4	0.0
Cc1cc(Cl)c2oc(C(=O)NC(C)c3ccncn3)c(C)c2c1 (centres undefined)	27	6	1	-3	-2	-5	-2	·
N#Cc1ccc(CC(C(=O)O)N2Cc3ccccc3C2=O)cc1 (centres undefined)	10	-14	0	0	4	2	3	·
CCCCNC(=O)CC(NS(=O)(=O)c1ccc(C)cc1)c1ccco1 (centres undefined)	8	·	0	·	-6	·	-11	·
CC1CN(C(=O)COC(=O)c2cc(=O)[nH]c3ccccc23)CC(C)O1 (centres undefined)	-1	-8	5	-5	-13	1	·	·
Cn1ccc2c(N3CCCCC3)cc3c(c21)C1CCC3C1 (centres undefined)	4	-3	5	8	1	-3	·	-1.4
COC(=O)c1nn(-c2ccccc2)c(=O)cc1Oc1ccc(Cl)cc1	-5	·	1	·	3	·	4	-0.3
CC(=O)N(C)C[C@H]1Oc2ncc(-c3ccc(F)cc3)cc2C(=O)N([C@H](C)CO)C[C@@H]1C	-8	-1	-3	7	2	-2	1	0.3
COc1ccc(CC(=O)NC2CCN(CC(=O)N3CCCc4ccccc43)CC2)cc1OC	2	·	0	·	5	·	19	·
Cc1ccc(-c2cc(C(=O)N3CCN(C4CCS(=O)(=O)C4)CC3)c3ccccc3n2)cc1 (centres undefined)	36	-3	2	1	-10	7	1	0.3
Cc1ccc(-c2noc(C3CCCN(C(=O)c4ccc(F)cc4F)C3)n2)cc1 (centres undefined)	13	·	-8	·	0	·	-5	·
CC(/C=N/Nc1nnc2c(n1)[nH]c1ccccc12)=C\c1ccco1	8	·	6	·	2	·	1	·
Cc1ccc(Nc2cc(C)c(O)c(C)c2)cc1	14	15	-2	-2	11	1	3	0.1
Cc1c(S(=O)(=O)Nc2cc(Cl)ccc2Cl)c(=O)n(C)c(=O)n1C	2	-52	2	1	-2	1	-4	0.6
CSc1ccc(Cl)c(C(=O)NC2CCCC2)c1	-1	-9	-1	-7	1	-2	·	·
COc1ccc(N/N=C(/C#N)S(=O)(=O)c2nsc(C)c2C#N)cc1	6	·	-1	·	-15	·	0	·
O=C(NCC1CC1)[C@H]1[C@H](CO)[C@H]2Cn3c(ccc(/C=C/c4ccccc4)c3=O)[C@@H]1N2C(=O)C1CC1	3	8	1	-1	-2	0	-27	0.0
O=C(Oc1ccnc2cc(Cl)ccc12)N1CCOCC1	8	5	3	2	-4	4	17	·
Cc1ccc(S(=O)(=O)N(C)C[C@H]2OCCCC[C@@H](C)Oc3ccc(NS(=O)(=O)c4ccccc4)cc3C(=O)N([C@H](C)CO)C[C@H]2C)cc1	-4	30	-2	-1	-10	1	-10	0.3
COCC#Cc1ccc2c(c1)O[C@H](CN(C)C(C)=O)[C@@H](C)CN([C@@H](C)CO)S2(=O)=O	0	-8	-1	4	-2	2	-14	-0.3
COc1ccc(/C=N/N2CCOCC2)cc1Cn1cc([N+](=O)[O-])cn1	·	-1	·	-4	·	1	6	6.2
COc1cccc(C(=O)Nc2nnc(S(=O)(=O)N(C)Cc3ccc(F)cc3)s2)c1	-5	-21	0	2	3	1	-2	·
CCCN1C[C@H](C)[C@H](OC)CN(C)C(=O)c2ccc(NC(=O)Nc3ccccc3F)cc2OC[C@@H]1C	0	0	-4	12	4	-3	-3	0.1
COc1ccccc1-c1cnc2c(c1)C(=O)N([C@H](C)CO)C[C@H](C)[C@@H](CN(C)Cc1cccnc1)O2	-3	18	1	4	-1	0	17	0.4
Oc1ccccc1C=NNC(=S)NN=Cc1ccccc1O	-9	-18	5	5	3	5	61*	-0.2
O=C(COC(=O)CCc1ccc(S(=O)(=O)N2CCOCC2)cc1)Nc1ccccc1OC(F)F	2	-11	0	1	3	-2	-11	0.0
Cc1ccccc1S(=O)(=O)NCC[C@@H]1CC[C@H](NC(=O)C2CC2)[C@H](CO)O1	-1	11	0	7	2	30	-5	0.0
CO[C@@H]1CN(C)C(=O)c2ccc(NC(=O)C3CC3)cc2OC[C@H](C)N(Cc2cc(F)ccc2F)C[C@H]1C	8	10	-3	5	1	-2	-2	0.0
Cc1ccc(CNC(=O)COC(=O)c2cccc(S(=O)(=O)N3CCCCC3)c2)cc1	-4	-16	2	6	-5	2	-5	1.4
CCC(=O)N(Cc1cc(=O)[nH]c2ccccc12)c1ccccc1	6	-6	3	-1	6	3	-1	4.1
O=C1c2ccccc2/C(=C\c2ccc3[nH]ccc3c2)N1c1ccccc1	45*	-24	4	10	-3	-1	-2	0.1
Nc1nc(SCc2ccccc2Cl)c2ncn(C3OC(CO)C(O)C3O)c2n1 (centres undefined)	2	-8	-7	5	-2	1	12	0.4
Cc1c(C)c2ccc(O[C@@H]3O[C@H](CO)[C@@H](O)[C@H](O)[C@H]3O)c(C)c2oc1=O	6	-10	4	-5	-24	-3	-3	·
C/C(=N\Nc1ccc(S(N)(=O)=O)cc1[N+](=O)[O-])c1cccs1	5	-9	5	3	8	2	·	0.4
CCCNC(=O)C12CCC(C)(C(=O)C1Br)C2(C)C (centres undefined)	·	·	-2	·	-11	·	5	-0.5
N#C[C@H]1C(O)C(O)c2ccccc2N1C(=O)c1ccccc1 (some centres undefined)	-11	5	7	4	8	-4	-31	·
CCC(=O)N[C@@H]1CC[C@@H](CC(=O)NCc2ccccc2F)O[C@H]1CO	0	-20	13	-4	-4	0	6	0.2
Cc1ccc(S(=O)(=O)N[C@H]2C=C[C@H](CC(=O)N3CCN(c4ccccc4)CC3)O[C@H]2CO)cc1	-1	4	2	5	0	2	·	2.3
CO[C@@H]1CN(C)C(=O)c2ccc(NC(=O)C3CC3)cc2OC[C@@H](C)N(Cc2ccc(F)cc2)C[C@H]1C	1	22	-1	-4	11	13	-6	0.0
C/C(=N\NC(=O)c1cc(-c2ccc(C)s2)[nH]n1)c1ccco1	·	-37	·	-1	·	5	·	-0.1

The listing continues.
SMILES	esBAF inh	RAD52 anneal inh	PglD inh	ERp5 inh	RAD54 inh	Casp6 inh	ARNT-TACC3 inh	E-sel inducer
O=C(c1ccccc1F)N1CC2(C1)[C@H](c1ccccc1)[C@@H](CO)N2CC1CC1	·	6	·	4	·	-1	·	0.0
COc1ccccc1CCc1nnc(CCC(=O)NCC(C)Oc2cccnc2)o1 (centres undefined)	·	-11	·	0	·	1	-6	·
COc1cccc(OCC(O)CN2CCN(c3ncccn3)CC2)c1 (centres undefined)	·	-6	·	1	·	0	-5	-1.7
CC(C)CCN(C(=O)c1ccc(Br)cc1)c1c(N)n(Cc2ccccc2)c(=O)[nH]c1=O	-10	-5	-2	-4	1	-3	-1	-0.1
O=C(C[C@H]1C[C@H]2c3cc(NC(=O)NC4CCCC4)ccc3O[C@H]2[C@@H](CO)O1)NCc1ccccc1	-1	1	1	0	-8	0	-23	-0.2
COc1cc(C(=O)N(C)Cc2cccc(OC)c2OC)ccc1OCC(=O)Nc1cccc(C(F)(F)F)c1	7	-12	0	-2	-4	3	-3	-0.3
CC1CCCC(C)N1C(=O)Cn1c(=O)sc2ccccc21 (centres undefined)	0	-19	3	2	-6	-1	-4	·
CCc1noc(C)c1C(=O)N1CCCC(N2CCN(c3ccccc3F)CC2)C1 (centres undefined)	-6	-11	4	3	9	2	·	-0.3
Cc1ccc(S(=O)(=O)O/N=C2\CCCc3ccccc32)cc1	-8	·	4	·	-7	·	-2	·
CCn1c(SC)nnc1-c1sc2cc(Cl)ccc2c1Cl	23	·	0	·	1	·	16	·
CCOc1ccccc1-n1ccn(CC(=O)Nc2ccc(Br)cc2F)c(=O)c1=O	·	-6	-1	-2	5	0	-2	·
C[C@H](NC(=O)C[C@@H]1CC[C@H](NC(=O)C2CC2)[C@H](CO)O1)c1ccccc1	-1	1	5	2	5	2	1	0.1
CC(=O)c1c(C)[nH]c(C(=O)OCC(=O)c2c(N)n(CC(C)C)c(=O)n(C)c2=O)c1C	-5	-4	0	-8	5	2	2	·
CC(C)(C)OC(=O)N1CCC(c2c(C(=O)N3CCN(C(=O)c4ccco4)CC3)cnn2-c2cccc(Cl)c2)CC1	4	-8	9	7	-9	4	5	·
COc1ccc(CN(C)C[C@H]2Oc3c(NS(=O)(=O)c4ccc(F)cc4)cccc3C(=O)N([C@H](C)CO)C[C@@H]2C)cc1	14	1	-1	4	3	2	-8	0.3
O=S(=O)(c1ccccc1)N1CC[C@@H]2[C@H](CO)Nc3ccc(C#Cc4cccc(F)c4)cc3[C@@H]21	9	4	-2	-5	0	0	-9	1.1
CCOc1cccc(C(=O)NNC(=O)C2C3C=CC(C3)C2C(=O)O)c1 (centres undefined)	·	-16	-5	2	13	1	-5	2.7
